High-throughput results: PubChem, several laboratories
3CLpro inhibitor: SARS-CoV 3CLpro protease inhibitors, primary screen, biochemical, quenched FRET | Replicase polyprotein 1ab (Severe acute respiratory syndrome coronavirus), P0C6X7 | recombinant SARS-CoV 3CLpro, quenched FRET peptide cleavage | inhibition, % at 6 µM | actives 0.14% (n = 290,000) | AID 1706, 2009; in the data active = inhibition above about 12%
CCHF vOTU inh: CCHFV vOTU protease inhibitors, primary screen, biochemical, Pep-AMC substrate, fluorescence; AID 651958, 2012; inhibition, % at 11.5 µM; actives 0.55% (n = 370,000); Crimean-Congo hemorrhagic fever virus L polyprotein viral ovarian tumor (vOTU) protease …; in the data active = inhibition above about 30%; note: 0% = vehicle wells with enzyme and 100% = no enzyme wells
BoNT F protease: BoNT/F light chain protease inhibitors, primary screen, biochemical, flow cytometry, MLPCN library; Botulinum neurotoxin type F light chain protease (Clostridium botulinum); Multiplex microsphere protease cleavage assay; inhibition, % at 10 µM; actives 0.22% (n = 360,000); in the data active = inhibition above about 35%, passing the limit was not always enough; inconclusive = no clear call, values can overlap the other calls; note: plate controls were buffer without enzyme for full effect and enzyme alone for no effect
SSB-PriA inh: inhibitors of Klebsiella pneumoniae PriA binding to SSB C-terminal tail, primary screen, biochemical, AlphaScreen; PriA–SSB C-terminal tail interaction (Klebsiella pneumoniae); AlphaScreen SSBct-PriA binding, biotinylated peptide; inhibition, % at 33 µM; actives 0.6% (n = 430,000); AID 1272365, 2023; in the data active = inhibition mostly above about 37%, no sharp cut-off; inactive = mostly below about 20%;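 note: plate controls were negative control peptide for no effect and reference peptide for full effect; strong numbers were not always called active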
VHR inh abs: VHR1 phosphatase inhibitors, primary screen, biochemical, absorbance, uHTS; AID 1654, 2009; Dual specificity protein phosphatase 3 (Homo sapiens), P51452; recombinant VHR phosphatase, pNPP absorbance; inhibition, % at 13.3 µM; actives 0.52% (n = 290,000); in the data active = inhibition above about 50%; note: some compounds called inactive have numbers as strong as hits
Target sequence (P51452 whole entry, looked up): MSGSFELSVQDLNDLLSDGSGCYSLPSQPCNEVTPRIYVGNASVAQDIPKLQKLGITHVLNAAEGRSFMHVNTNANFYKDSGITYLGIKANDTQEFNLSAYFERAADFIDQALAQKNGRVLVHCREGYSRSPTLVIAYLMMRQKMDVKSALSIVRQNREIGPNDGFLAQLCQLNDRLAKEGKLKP
PrPC TRFRET: inhibitors of human cell surface prion protein PrPC, primary screen, cell-based, TR-FRET. Major prion protein (Homo sapiens), P04156. TR-FRET read-out. inhibition, % at 13.8 µM. actives 0.43% (n = 370,000); in the data active = inhibition above about 24%; note: 0% = median of the test wells and 100% = reference compound wells
MazEF act: activators of E. coli MazEF toxin-antitoxin RNase, primary screen, biochemical, fluorescence, uHTS | Endoribonuclease toxin MazF (Escherichia coli (strain K12)), P0AE70 | FAM/BHQ RNA-DNA oligo cleavage fluorescence, 5 h | activation, % at 20 µM | actives 0.32% (n = 350,000) | AID 504720, 2011; in the data active = activation above about 50%
Target sequence (P0AE70 whole entry, looked up): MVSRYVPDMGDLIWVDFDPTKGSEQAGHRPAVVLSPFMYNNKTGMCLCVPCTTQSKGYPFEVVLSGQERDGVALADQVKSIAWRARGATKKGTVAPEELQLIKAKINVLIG
Anthrax LF inh2: Bacillus anthracis LF protease inhibitors, primary screen, biochemical, multiplex microsphere, MLPCN library. AID 588501, 2011. Lethal factor (Bacillus anthracis), P15917. actives 0.12% (n = 360,000). multiplex microsphere protease cleavage assay. inhibition, % at 10 µM; note: plate controls were buffer without enzyme for full effect and enzyme alone for no effect
Rv3671c inh: Rv3671c serine protease inhibitors, primary screen, biochemical, fluorescence polarization, M. tuberculosis H37Rv | P9WHR9 | inhibition, % at 5.96 µM | actives 0.048% (n = 320,000) | AID 2606, 2010; in the data active = inhibition above about 38%;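 note: extracellular domain of Rv3671c used as enzyme; 0% = enzyme with DMSO and 100% = no enzyme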
Target sequence (P9WHR9 whole entry, looked up, the tested form may be a part): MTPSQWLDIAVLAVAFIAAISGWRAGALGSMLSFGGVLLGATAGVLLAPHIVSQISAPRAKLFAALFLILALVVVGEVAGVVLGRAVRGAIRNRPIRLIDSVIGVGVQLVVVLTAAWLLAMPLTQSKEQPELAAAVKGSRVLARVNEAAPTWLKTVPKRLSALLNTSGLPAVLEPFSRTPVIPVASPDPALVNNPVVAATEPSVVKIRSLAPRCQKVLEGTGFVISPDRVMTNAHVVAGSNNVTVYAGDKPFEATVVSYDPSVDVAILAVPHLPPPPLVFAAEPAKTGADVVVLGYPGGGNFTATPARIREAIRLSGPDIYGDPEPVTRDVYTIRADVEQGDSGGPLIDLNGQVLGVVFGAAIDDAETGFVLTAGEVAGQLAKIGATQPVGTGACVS
BoNT-A LC inh2: BoNT/A light chain protease inhibitors, primary screen, biochemical, flow cytometry, MLPCN library | actives 0.17% (n = 360,000) | multiplex microsphere protease substrate cleavage | inhibition, % at 10 µM; note: plate controls were buffer without enzyme for full effect and enzyme alone for no effect
* = called active by the depositor; ? = inconclusive; nt = not tested or not shown. Cut-off read from the data, not from the text of the source, unless noted: active = inhibition above about 30%; inconclusive = no clear call, values can overlap the other calls; inactive = below that. Not all compounds are listed; count on the stated rates, not on these rows.

Sample of the layout (seven entries):
SMILES | 3CLpro inhibitor | CCHF vOTU inh | BoNT F protease | SSB-PriA inh | VHR inh abs | PrPC TRFRET | MazEF act | Anthrax LF inh2 | Rv3671c inh | BoNT-A LC inh2
CCC1CCCCN1C(=O)Nc1cc(Cl)ccc1OC (centres undefined) | 0 | -10 | -6 | -18 | 4 | 6 | -1 | 0 | 3 | -0.5
Nc1nonc1/C(=N/O)N1CCN(CCO)CC1 | 4 | -5 | -7 | nt | 19 | -5 | 4 | 0 | 6 | -0.8
O=C(OCc1ccccc1)Oc1cncc(C(=O)O)c1 | -2 | -1 | -5 | -13 | 7 | 1 | -6 | -6 | 1 | -3.3
CC1O[C@@H](O[C@H](C)CC/C=C/C(=O)O)C(O)C[C@H]1O (some centres undefined) | nt | 2 | -4 | 2 | nt | 3 | 8 | 4 | 4 | -0.1
COc1ccc(N2CCN(CCCNC(=O)C3CCN(S(=O)(=O)N4CCOCC4)CC3)CC2)cc1 | 2 | -6 | -4 | 8 | 18 | -3 | 5 | -4 | -4 | -0.9
COc1cccc(NC(=O)c2sc(Cl)nc2C)c1 | -1 | 9 | -14 | -10 | 6 | 12 | -4 | 5 | -3 | 0.0
O=C(CCCCC(=O)NC1CCCC1)NC1CCCC1 | 0 | 1 | -11 | -13 | 7 | -8 | 2 | -1 | 8 | -1.1

Main list, repeating the preview:
SMILES | 3CLpro inhibitor | CCHF vOTU inh | BoNT F protease | SSB-PriA inh | VHR inh abs | PrPC TRFRET | MazEF act | Anthrax LF inh2 | Rv3671c inh | BoNT-A LC inh2
CCC1CCCCN1C(=O)Nc1cc(Cl)ccc1OC (centres undefined) | 0 | -10 | -6 | -18 | 4 | 6 | -1 | 0 | 3 | -0.5
Nc1nonc1/C(=N/O)N1CCN(CCO)CC1 | 4 | -5 | -7 | nt | 19 | -5 | 4 | 0 | 6 | -0.8
O=C(OCc1ccccc1)Oc1cncc(C(=O)O)c1 | -2 | -1 | -5 | -13 | 7 | 1 | -6 | -6 | 1 | -3.3
CC1O[C@@H](O[C@H](C)CC/C=C/C(=O)O)C(O)C[C@H]1O (some centres undefined) | nt | 2 | -4 | 2 | nt | 3 | 8 | 4 | 4 | -0.1
COc1ccc(N2CCN(CCCNC(=O)C3CCN(S(=O)(=O)N4CCOCC4)CC3)CC2)cc1 | 2 | -6 | -4 | 8 | 18 | -3 | 5 | -4 | -4 | -0.9
COc1cccc(NC(=O)c2sc(Cl)nc2C)c1 | -1 | 9 | -14 | -10 | 6 | 12 | -4 | 5 | -3 | 0.0
O=C(CCCCC(=O)NC1CCCC1)NC1CCCC1 | 0 | 1 | -11 | -13 | 7 | -8 | 2 | -1 | 8 | -1.1
O=C(Nc1ccc(Cl)cc1)N1CCN(c2ccccc2)CC1 | 2 | 11 | ? | -2 | 18 | 12 | 4 | 1 | -7 | 1.4
Cc1ccccc1OCC(=O)NCC(=O)N/N=C/c1cccc([N+](=O)[O-])c1 | -1 | -12 | nt | nt | 20 | 1 | nt | nt | -1 | nt
CCCN1CCCC[C@H]1C(=O)Nc1c(C)cccc1C | nt | -4 | 3 | -7 | nt | 1 | 2 | 1 | -5 | 0.9
COc1ccc(S(=O)(=O)N2CCOCC2)cc1C(=O)N(C)Cc1ccco1 | nt | 1 | -6 | -13 | nt | 1 | 2 | -2 | 2 | -0.2
CCc1nc2sccc2c(=O)n1N | 3 | -2 | 0 | -7 | 14 | -3 | 1 | -5 | 5 | 0.8
CSc1nsc(SCCN2C(=O)c3ccccc3C2=O)n1 | 2 | 12 | 0 | -4 | 7 | 8 | 6 | -1 | -9 | -0.2
COc1ccc(C(=O)Nc2nc3ccccc3[nH]2)cc1S(=O)(=O)N1CCCC1 | 0 | 8 | -9 | -2 | 30 | 1 | -36 | -4 | -7 | 1.0
Cc1ccc(OCC(=O)N(C)CC(=O)Nc2ccc(F)cc2)c([N+](=O)[O-])n1 | -6 | -3 | -6 | -8 | -14 | -4 | 4 | -1 | -2 | -0.8
Cc1ccc(C(C(=O)NC2CCCC2)N(C(=O)c2csnn2)C2CC2)cc1 (centres undefined) | -1 | -4 | 11 | 7 | 17 | 1 | -22 | 9 | -3 | 0.6
Cc1ccccc1N1CC(=O)Nc2c(oc3nc(-c4ccccc4)cc(C)c23)C1=O | 1 | -11 | ? | -6 | 1 | 0 | 0 | 11 | 4 | ?
O=c1[nH]nnc2c1ncn2C1OC(CO)C(O)C1O (centres undefined) | nt | 5 | 3 | nt | nt | 5 | nt | -3 | nt | -0.7
Cc1ccc(N(C(=O)c2ccc(S(=O)(=O)N3CCCC3)cc2)C2C=CS(=O)(=O)C2)cc1 (centres undefined) | 2 | 13 | 6 | -18 | 21 | 3 | 3 | 2 | -3 | 3.3
CCN1CCN(S(=O)(=O)c2ccc(Cl)c(C(=O)Nc3ccccc3N3CCOCC3)c2)CC1 | nt | 12 | -48 | 13 | nt | -1 | -1 | -1 | 2 | -5.2
NS(=O)(=O)c1ccc(NC(=S)NCc2ccc(F)cc2)cc1 | 0 | -2 | -1 | 3 | 12 | -4 | 5 | 1 | -9 | -0.5
O=C(NCc1cccc(Cl)c1)c1ccc(N2CC3CC(C2)c2cccc(=O)n2C3)c(NC(=O)c2cccnc2)c1 (centres undefined) | -2 | 5 | 4 | -11 | 5 | 4 | -6 | 0 | -4 | 2.6
O=C(c1ccc(F)cc1)n1c(=S)nc2ccccn21 | 2 | 14 | ? | 2 | 18 | 8 | 10 | -9 | -3 | -2.7
CN1C(=O)N(S(=O)(=O)c2ccc(F)c(F)c2F)C(=O)C1(C)C | -6 | -4 | 10 | 3 | -2 | 4 | -2 | -10 | -4 | 1.0
CN(CC(=O)NC1CCCCCCC1)S(=O)(=O)c1cnc[nH]1 | 2 | 1 | 1 | 9 | 16 | 1 | 9 | -2 | -3 | -0.5
SMILES | 3CLpro inhibitor | CCHF vOTU inh | BoNT F protease | SSB-PriA inh | VHR inh abs | PrPC TRFRET | MazEF act | Anthrax LF inh2 | Rv3671c inh | BoNT-A LC inh2
COc1cccc(NC(=O)C2CCCC2)c1 | nt | -3 | 1 | -5 | nt | 3 | 3 | -1 | -3 | 0.3
FC(F)(F)c1ccc(CSc2ccccn2)cc1 | -1 | 8 | 6 | -3 | 0 | -3 | 6 | -3 | 6 | 0.2
CCCCC(c1nnnn1Cc1ccco1)N1CCN(c2nc3ccccc3s2)CC1 (centres undefined) | 2 | 15 | -13 | 5 | 33 | 10 | 1 | -1 | -6 | -1.3
Cc1onc(C(N)=O)c1C(=O)Nc1ncc(C(F)(F)F)cc1Cl | 0 | -2 | -8 | -37 | -1 | 5 | -21 | -3 | 7 | 0.4
C=CCOC(Cn1ccnc1)c1ccc(Cl)cc1Cl (centres undefined) | nt | 8 | 0 | -24 | nt | 10 | -3 | 6 | 7 | 1.1
Cc1ccc2c(c1)N(CCC(=O)NC1CC1)C(=O)C(C)O2 (centres undefined) | 4 | 13 | 15 | -11 | 19 | 6 | 0 | ? | 1 | 0.1
COc1ccc(CN2CCNC(=O)C2CC(=O)N(C)CC2CCOCC2)cc1OC (centres undefined) | -7 | -11 | 3 | -14 | -13 | 0 | -1 | -1 | 7 | -0.1
COc1ccc(-c2nn(C)c(=O)[nH]2)cc1 | 2 | 5 | -6 | 1 | 18 | -2 | 4 | -4 | 6 | -0.9
CCNC(=S)N(CCc1ccc(OC)c(OC)c1)Cc1cc2cc(OC)ccc2[nH]c1=O | 3 | -8 | 0 | -1 | 2 | 1 | 0 | 0 | -1 | -0.6
CC(C)Nc1nc(NC(C)(C)C)nc(Oc2ccc(=O)n(-c3ccccc3)n2)n1 | -2 | -9 | -14 | -2 | 31 | 1 | 4 | -5 | 6 | -0.4
CN1CCc2cc3c(cc2[C@H]1[C@@H]1OC(=O)c2c1ccc1c2OCO1)OCO3 | nt | 2 | -7 | -10 | nt | -4 | 4 | -11 | 5 | 0.1
COc1ccc(/C=C/C(=O)OCC(=O)Nc2cc3oc4ccccc4c3cc2OC)cc1 | 3 | 12 | nt | nt | 11 | 10 | nt | nt | -5 | nt
Cc1ccc(NC(=O)COc2ncnc3sccc23)cc1S(=O)(=O)N(C)C | -1 | -14 | 2 | -6 | -2 | -2 | 7 | -11 | -15 | 0.0
CCN(CC(=O)Nc1ccc(OC)c(Cl)c1)CC(=O)NC(C)C | 1 | -24 | -3 | 5 | 4 | -1 | 12 | -3 | 4 | 0.4
CN1CC(c2ccccc2Cl)C2(COc3ccccc3C2=O)C12C(=O)Nc1ccccc12 (centres undefined) | 5 | 3 | -1 | 12 | 8 | 5 | 3 | 0 | 2 | 0.5
CC(=O)c1cccc(CN2CCN(Cc3ccc(C)cc3)C(CCO)C2)c1 (centres undefined) | -1 | -2 | 1 | 1 | 22 | 2 | -1 | -4 | -1 | -2.5
O=C(NCc1ccc(OC(F)(F)F)cc1)C1CC(c2ccccc2[N+](=O)[O-])=NO1 (centres undefined) | 7 | 27 | -10 | 2 | 14 | -2 | 7 | -2 | -7 | -0.6
O=c1[nH]c(/C=C\c2ccc(O)c(O)c2)nc(O)c1[N+](=O)[O-] | 0 | -8 | 1 | -5 | -1 | -21 | -1 | -20 | nt | -4.7
NC(=N\N=Cc1ccccc1)/C(N)=N/N=Cc1ccccc1 | nt | 8 | 6 | nt | nt | -12 | 0 | 3 | nt | -0.8
COc1ccc(-c2ccc3c(c2)C2CC3CCN2Cc2ccc(OC(F)(F)F)cc2)cc1 (centres undefined) | nt | -5 | -5 | -3 | nt | 5 | -29 | -2 | nt | -0.2
CCOc1cc(NC(=O)C2CC2)c(OCC)cc1NC(=O)c1ccccc1OCC | 3 | -1 | -10 | -10 | 10 | -3 | 2 | 0 | 9 | -4.2
CC(C)(C)c1ccc2c(c1)N(CC(=O)O)C(=O)CO2 | 3 | 5 | 1 | 2 | 0 | -6 | -1 | 0 | 5 | -0.1
Cc1ccc(NC(=O)C(CC(C)C)NC(N)=O)cc1 (centres undefined) | 0 | -2 | 2 | -1 | -8 | -3 | 4 | -3 | -3 | 0.4
CC(=O)OC1CC2OC3C=C(C)CCC3(C)C1(C)C21CO1 (centres undefined) | nt | 8 | 0 | nt | nt | 90* | nt | -6 | nt | -0.6
N=C1c2ccccc2CN1c1ccc(S(=O)(=O)N2CCCCC2)cc1 | -1 | 13 | -3 | 4 | 28 | -6 | 1 | -3 | 8 | -0.8
COc1ccc(CCNC(=O)c2ccc(SC)cc2OC)cc1 | 3 | 2 | 0 | -23 | 11 | 0 | -5 | -1 | -1 | 0.5
CN(C)c1nc(Oc2ccc(OCCOc3ccccc3)nn2)nc(N(C)C)n1 | 0 | 0 | 0 | -11 | 16 | 5 | -18 | 4 | -2 | 0.0
O=C(NC(c1ccc(-c2ccccc2)cc1)c1cnccn1)C1CCN(Cc2ccc(Oc3ccccc3)cc2)CC1 (centres undefined) | nt | 9 | -7 | nt | nt | -8 | nt | 0 | nt | 0.1
CN(C)c1ccc(NC(=O)c2cccc(N3C(=O)CCC3=O)c2)cc1 | 0 | 2 | 0 | -3 | 7 | -3 | 7 | -2 | 3 | 0.1
